# Bfl-1 displacement: Bfl-1 inhibitors, primary screen, biochemical, fluorescence polarization, FITC-Bid, mouse (AID 432) | FITC-Bid BH3 peptide fluorescence polarization displacement; higher % means a stronger effect | displacement, % at 20 µM; hits with a dose series show IC50 in µM | hit rate 0.02% among 64,000; in the data active = a potency from the dose series; inactive = the rest, 99 in 100 with displacement below about 15%; also: strong numbers were not always called active
# HPDE-C7K KRASV12: cytotoxicity in KRAS-transformed pancreatic duct cells, primary screen, cell-based, fluorescence, HTS (AID 431); HPDE-C7K KRASV12 cells, Alamar Blue viability, 48 h; higher % means a stronger effect; one-dose cytotoxicity, % at 10 µM; EC50 in µM for titrated hits; hit rate 1.7% among 63,000;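 active = compounds whose percent cytotoxicity in the single-dose primary screen, scaled between solvent and toxic-drug controls, exceeds 50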;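 also: 0% = DMSO solvent wells and 100% = doxorubicin-treated wells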
# Spn PMK inh: inhibitors of Streptococcus pneumoniae phosphomevalonate kinase. hit rate 0.49% among 65,000. purified PMK, PK/LDH-coupled NADH absorbance 340 nm. inhibition, % at 10 µM;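 active = top-ranked compounds by inhibition in the single 10 µM screen, taking a fixed number of the strongest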;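 also: 0% = full reaction with DMSO carrier and 100% = background rate without enzyme reaction; no value below 0 was filed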
# HPDE-C7 cytotoxicity: cytotoxicity in HPDE-C7 cells, cell-based, fluorescence, HTS (AID 430). HPDE-C7 pancreatic duct cells viability, fluorescence; higher % means a stronger effect. one-dose cytotoxicity, % at 10 µM; EC50 in µM for titrated hits. hit rate 1.8% among 63,000;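 also: cells exposed to compound for 48 hours before viability readout; 0% = vehicle and 100% = reference cytotoxic drug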
# LYP phosphatase: inhibition of human PTPN22 tyrosine phosphatase – biochemical, DiFMUP fluorescence, recombinant catalytic domain, 10 µM, primary screen (AID 606); recombinant LYP catalytic domain, DiFMUP fluorescence; higher % means a stronger effect; inhibition, % at 10 µM, or IC50 in µM where a hit was titrated; 52,000 tested, under 10 active;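 active = IC50 under 40 µM in the dose-response test; inactive = IC50 of 40 µM or more, or never dose-tested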
# DPM-DC inhibit: S. pneumoniae DPM-DC inhibition; purified DPM-DC, PK/LDH coupled NADH fluorescence; calls only at 10 µM; hit rate 0.49% among 65,000; AID 556;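 active = the 320 compounds with the highest percent inhibition in the single-dose primary screen, excluding strongly autofluorescent ones, cut at about 32% in these data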;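 also: kinetic rate of NADH fluorescence loss reporting ADP formed by the decarboxylase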
# HT1080 cytotoxicity: cytotoxicity in HT1080 fibrosarcoma cells, cell-based, fluorescence readout (AID 620). HT1080 viability, fluorescence; higher % means a stronger effect. cytotoxicity, % at 10 µM, or EC50 in µM where a hit was titrated. hit rate 0.42% among 87,000;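 also: cells exposed to compound overnight then 4 h with Alamar Blue; 0% = vehicle DMSO and 100% = killing control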
# TNAP inhibition: inhibition of tissue-nonspecific alkaline phosphatase – biochemical, luminescent (AID 518). purified TNAP enzyme, luminescent substrate readout; higher % means a stronger effect. inhibition, % at 20 µM, or IC50 in µM where a hit was titrated. hit rate 0.09% among 64,000; in the data active = a potency from the dose series; inactive = the rest, 99 in 100 with inhibition below about 22%;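 also: plate controls were vehicle for no effect and reference inhibitor for full effect; many of its hits are not listed in these tables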
# Spn MK inh: blocks S. pneumoniae mevalonate kinase; purified MK, PK/LDH-coupled NADH absorbance 340 nm; inhibition, % at 10 µM; hit rate 0.48% among 65,000;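 active = ranked among the strongest by inhibition in the single 10 µM screen, a fixed top-ranked set picked for dose follow-up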; also: no value below 0 was filed
# Spn PMK inh pilot replicates: second read-out of Spn PMK inh, no call of its own (marks repeat the call); inhibition, %; measured here: pilot screen replicates
# Spn MK inh pilot replicates: also measured in Spn MK inh; calls as there; inhibition, %; measured here: pilot screen replicates
# DPM-DC inhibit pilot screen %: also measured in DPM-DC inhibit; calls as there; inhibition, %; measured here: pilot screen trials
# Active calls of the source: *; i = inactive; nt = not tested or not shown; & = joins results of further samples. Rule as the data show it, unless noted: active = cytotoxicity above about 50%; inactive = the rest.
SMILES,Bfl-1 displacement,HPDE-C7K KRASV12,Spn PMK inh,HPDE-C7 cytotoxicity,LYP phosphatase,DPM-DC inhibit,HT1080 cytotoxicity,TNAP inhibition,Spn MK inh,others
CC(C)NS(=O)(=O)c1cc(C(=O)O)ccc1Cl,3%,-4%,1,0%,nt,i,nt,8%,15,
Clc1cccc(Cl)c1COc1ccccn1,-1%,-15%,6,-20%,nt,i,13%,0%,8,
CCCn1nnnc1SCC(=O)Nc1nnc(CC)s1,-5%,-14%,4,-13%,9%,i,-1%,5%,0,
COc1ccc(CCNc2nc(-c3ccco3)cc(C(F)(F)F)n2)cc1OC,-3%,-2%,19,-3%,0%,i,-19%,5%,9,
OCC(CO)(CO)N=Cc1c(O)ccc2ccccc12,-1%,68%*,0,59%*,nt,i,12%,17%,8,
O=C(c1ccc(N2CCCC2=O)cc1)N1CCCCCC1,-8%,-17%,9,-28%,nt,i,2%,0%,0,
N#C/C(=C(/O)CSc1nnc(Cc2cccs2)n1C1CCCCC1)c1nc2ccccc2[nH]1,-6%,-9%,1,-12%,-1%,i,-4%,-3%,5,
COc1ccc(C2CC(=O)c3c(C)nc(N4CCN(c5ccccc5)CC4)nc3C2)cc1 (centres undefined),0%,11%,0,12%,nt,i,1%,7%,0,Spn PMK inh pilot replicates=1.0;Spn MK inh pilot replicates=0.0;DPM-DC inhibit pilot screen %=0.0
COCCN(C(=O)c1csnn1)C(C(=O)NC1CCCCC1)c1cccs1 (centres undefined),-3%,-12%,7,-5%,10%,i,0%,5%,12,Spn PMK inh pilot replicates=3.0;Spn MK inh pilot replicates=0.5;DPM-DC inhibit pilot screen %=1.0
C=CCNC(=O)CCCOc1cc(C)ccc1C,2%,-7%,11,-12%,5%,i,5%,4%,13,
Cc1ccc(C(=O)Nc2nc3ccccc3s2)s1,2%,7%,0,8%,15%,i,-1%,4%,4,
Cc1ccc(N2C(=O)c3ccc(C(=O)NCCN4CCOCC4)cc3C2=O)cc1,-4%,1%,21,-1%,10%,i,-1%,8%,1,
CCN(CC)c1ccc(NC(=O)CN2C(=O)CC(C)(C)S(=O)(=O)c3ccccc32)c(C)c1,-2%,1%,6,0%,-3%,i,nt,14%,5,Spn PMK inh pilot replicates=1.0;Spn MK inh pilot replicates=2.0;DPM-DC inhibit pilot screen %=0.0
CC(C)CC1NC(=O)N(CC(=O)c2ccc3c(c2)OCCO3)C1=O (centres undefined),-6%,3%,2,-8%,2%,i,1%,8%,2,
CCOc1cccc2c1OC1(C)CC2NC(=O)N1c1cccc(F)c1 (centres undefined),6%,-12%,0,-12%,6%,i,4%,-2%,0,
Cc1cc(C)n2nc(SCC(=O)c3ccc[nH]3)nc2n1,-2%,17%,18,4%,7%,i,1%,9%,11,
CCCCN(C(=O)CN1C(=O)C2CC=CCC2C1=O)c1c(N)n(CCC)c(=O)[nH]c1=O (centres undefined),-13%,3%,11,4%,nt,i,-15%,13%,10,
Cc1ccc(S(=O)(=O)NC(C(=O)OCC(=O)NC(=O)c2cccn2C)C(C)C)cc1 (centres undefined),-13%,-13%,14,-16%,13%,i,-2%,15%,7,
CCCCc1nc2ccccc2n1Cc1nnc2n1-c1ccccc1SC2,-4%,-4%,12,4%,18%,i,0%,0%,0,
CC(C)OC(=O)c1c(NC(=O)c2cccs2)sc2c1CCCC2,-12%,-3%,0,10%,0%,nt,-11%,12%,0,
COc1ccc(N2CCn3c2nc2c3c(=O)n(CCc3ccccc3)c(=O)n2C)cc1,2%,2%,7,-5%,nt,i,-5%,8%,7,
CCc1c(C)sc(NC(=O)c2ccc(Br)o2)c1C(=O)OC,-9%,-17%,4,-15%,-3%,i,-18%,3%,7,
COc1ccccc1CN1CC(C(=O)NC2CCCCC2)CC1=O (centres undefined),-14%,-12%,16,-20%,0%,i,7%,4%,3,
COc1ccc(Cl)cc1NC(=O)N(C)Cc1c(C)nn(C)c1C,-12%,nt,13,nt,14%,i,7%,3%,13,
Cc1cc(C(=O)NC(C)C2CCCO2)cs1 (centres undefined),3%,-9%,9,-7%,-40%,i,1%,6%,9,

# The final 3 records of the section above lead into the next:
SMILES,Bfl-1 displacement,HPDE-C7K KRASV12,Spn PMK inh,HPDE-C7 cytotoxicity,LYP phosphatase,DPM-DC inhibit,HT1080 cytotoxicity,TNAP inhibition,Spn MK inh,others
COc1ccccc1CN1CC(C(=O)NC2CCCCC2)CC1=O (centres undefined),-14%,-12%,16,-20%,0%,i,7%,4%,3,
COc1ccc(Cl)cc1NC(=O)N(C)Cc1c(C)nn(C)c1C,-12%,nt,13,nt,14%,i,7%,3%,13,
Cc1cc(C(=O)NC(C)C2CCCO2)cs1 (centres undefined),3%,-9%,9,-7%,-40%,i,1%,6%,9,
Cc1[nH]c(=O)[nH]c(=O)c1S(=O)(=O)N1c2ccc(F)cc2CCC1C (centres undefined),-2%,-1%,14,-12%,6%,i,0%,11%,0,Spn PMK inh pilot replicates=2.0;Spn MK inh pilot replicates=0.5;DPM-DC inhibit pilot screen %=1.0
O=C(O)c1cccc(S(=O)(=O)Nc2ccc3c(c2)OCO3)c1,6%,14%,18,9%,-4%,i,5%,4%,0,
O=c1cc(CO)oc(C(Nc2ccccn2)c2ccsc2)c1O (centres undefined),-7%,-7%,12,-5%,7%,i,8%,-10%,0,
Cc1ccc(S(=O)(=O)N2CCCC(C(=O)NCc3cccnc3)C2)cc1Cl (centres undefined),7%,-7%,12,-12%,nt,i,-13%,-4%,0,
Cc1ccccc1NC(=O)C1Cc2ccccc2C(=O)O1 (centres undefined),-4%,-13%,9,-12%,nt,i,8%,17%,10,Spn PMK inh pilot replicates=0.5;Spn MK inh pilot replicates=0.0;DPM-DC inhibit pilot screen %=0.5
CCN(CC)c1ccc(-n2cc3c(=O)n(C)c(=O)n(C)c3c2)cc1,7%,21%,13,4%,4%,nt,-1%,8%,0,
Cc1nc(SCC(=O)NCCc2ccccc2)n[nH]1,2%,1%,7,2%,-13%,i,13%,7%,8,
CC(C)=CCC/C(C)=C/CC/C(C)=N/O,-4%,-6%,0,-8%,nt,i,8%,4%,4,
COC(=O)c1c(C)nc2ccccc2c1C(=O)O,-9%,3%,7,2%,10%,i,4%,10%,7,
Cc1cccc(N(C(=O)CCC(=O)Nc2ccccn2)C(C(=O)NC(C)C)c2ccc(O)cc2)c1 (centres undefined),-7%,0%,18,4%,14%,i,9%,1%,0,
O=C(Cn1[nH]c(=O)c2ccccc2c1=O)N1CC=C(c2ccccc2)CC1,-5%,-3%,nt,1%,nt,nt,nt,11%,nt,
O=C(Cn1nnc(-c2ccccc2NC(=O)c2ccccc2F)n1)NCc1ccco1,-8%,-7%,0,0%,11%,i,14%,0%,11,
O=C(Nc1nnc(C2CCCO2)s1)c1cccs1 (centres undefined),-7%,10%,2,1%,1%,i,2%,5%,9,
C=CCOc1nc2c(c(=O)n(C)c(=O)n2C)n1C,-8%,6%,0,3%,7%,i,9%,2%,12,Spn PMK inh pilot replicates=0.0;Spn MK inh pilot replicates=0.0;DPM-DC inhibit pilot screen %=0.0
CC1=C(c2ccc(C)cc2)S(=O)(=O)N(CC(=O)O)C1=O,1%,0%,15,-13%,-5%,i,-5%,11%,5,
Cn1c(-c2ccc3c(c2)OCO3)cnc1NCc1cccc(Cl)c1,8%,64%*,0,71%*,nt,i,4%,-4%,32,
CCOc1ccccc1N(C)C(=O)C1CCN(S(=O)(=O)c2cccc3nonc23)CC1,5%,-1%,0,-2%,4%,i,nt,12%,6,
O=C(c1ccco1)N1CCN(C(=O)c2cnn3cccnc23)CC1,9%,-2%,5,0%,5%,i,nt,8%,4,
Cc1ccc(NC(=O)CCn2c(=O)oc3ccccc32)cc1,-22%,-12%,9,-25%,15%,i,9%,3%,3,
O=S(=O)(NCc1ccc2c(c1)OCO2)c1cccc2cccnc12,-2%,0%,0,-5%,7%,i,12%,13%,0,
O=C(COC(=O)c1ccc2c(c1)OCO2)NC1CCS(=O)(=O)C1 (centres undefined),24%,7%,19,-21%,2%,i,0%,15%,2,
c1cn2c(NC3CCCC3)c(-c3ccc(N4CCOCC4)cc3)nc2cn1,-1%,8%,0,3%,-3%,i,4%,-10%,4,
COc1ccc(OCC(=O)Nc2ncc3c(n2)CC(C)(C)CC3=O)cc1,-8%,14%,0,-2%,-7%,i,16%,8%,4,
O=C(O)c1cc(-c2ccco2)nc2ccccc12,8%,-6%,3,6%,22%,nt,4%&-5%,3%,13,
CC(NCCC(c1ccccc1)c1ccccc1)c1ccccc1 (centres undefined),-7%,90%*,5,42%,17%,i,14%,12%,7,Spn PMK inh pilot replicates=3.0;Spn MK inh pilot replicates=0.0;DPM-DC inhibit pilot screen %=0.0

# Overlap with the part before: 2 compounds, followed by the next part.
SMILES,Bfl-1 displacement,HPDE-C7K KRASV12,Spn PMK inh,HPDE-C7 cytotoxicity,LYP phosphatase,DPM-DC inhibit,HT1080 cytotoxicity,TNAP inhibition,Spn MK inh,others
O=C(O)c1cc(-c2ccco2)nc2ccccc12,8%,-6%,3,6%,22%,nt,4%&-5%,3%,13,
CC(NCCC(c1ccccc1)c1ccccc1)c1ccccc1 (centres undefined),-7%,90%*,5,42%,17%,i,14%,12%,7,Spn PMK inh pilot replicates=3.0;Spn MK inh pilot replicates=0.0;DPM-DC inhibit pilot screen %=0.0
CS(=O)(=O)N(CC(=O)NC1CCCCC1)c1cccc(Cl)c1,2%,-8%,2,-11%,10%,i,-1%,7%,0,
COc1nc2ccccc2c(=O)n1OCC(C)C,-4%,-2%,11,11%,nt,i,-5%,9%,6,
Cc1oc2cc3c(C(=O)OCCN(C)C)c(C)oc3cc2c1C(=O)OCCN(C)C,1%,-13%,0,-30%,3%,i,-1%,15%,4,Spn PMK inh pilot replicates=4.0;Spn MK inh pilot replicates=1.5;DPM-DC inhibit pilot screen %=1.0
COc1ccc(C2NC3=C(CCC3)C3(C#N)C(OC)(OC)N=C(N)C23C#N)cc1 (centres undefined),-4%,-12%,0,-20%,7%,i,4%,16%,9,
CCc1ccccc1S(=O)(=O)Cc1ccc(C(=O)NCC2CCCO2)o1 (centres undefined),-5%,-1%,13,-6%,0%,i,-2%,12%,6,
COCCOC(=O)c1c(C)n(C)c2ccc(OC(=O)N3CCOCC3)cc12,0%,14%,5,6%,-8%,i,-17%,7%,1,
O=C(CSc1nnc(-c2ccco2)o1)c1ccccc1,0%,-10%,0,-2%,10%,i,-3%,9%,7,
COc1ccc(C(=O)/C=C\N2CCOCC2)cc1,3%,-9%,6,-15%,nt,i,7%,6%,11,
O=C(CN1CCN(C2CCCCC2)CC1)c1ccc2cc[nH]c2c1,2%,-20%,1,-9%,7%,nt,-5%,11%,0,
CSc1nnc(Cn2c(=O)sc3ccccc32)n1-c1ccccc1C,-3%,23%,10,14%,-9%,i,9%,6%,2,
CC1CCN(C(=O)C2Cc3ccccc3CN2S(=O)(=O)c2ccc(F)cc2)CC1 (centres undefined),-7%,-6%,18,-6%,1%,i,2%,10%,6,
